From PubChem
TRPML3 agonist = human TRPML3 channel agonists, primary screen, cell-based, HEK293 TRPML3-YFP, Fluo-8 calcium fluorescence, 3 µM | 220,000 compounds, 0.29% hits | Mucolipin-3 (Homo sapiens), Q8TDD5 | activation, % at 3 µM | 100% = the carbachol control signal | AID 1448, 2008;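 active = activation above its plate's cutoff, the mean activation of the plate's test wells plus 3 SD, cut at about 12% in these data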;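 note: 0% = DMSO only wells and 100% = carbachol wells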
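Test system: HEK293 cells stably carrying human TRPML3-YFP; Doses: single dose, 3 µM final nominal compound, 0.3% DMSO final; Schedule: dye loading 1 h 37 °C then 30 min ambient, 125 s read; Technique: Fluo-8 calcium fluorescence; Benchmarks: high control carbachol 87 µM, low control DMSO.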
NPY2 pot ag = NPY-Y2 potentiators or agonists, primary screen, cell-based | activation, % at 3.6 µM | 220,000 compounds, 0.45% hits | AID 1359, 2008 | cells expressing NPY-Y2, potentiator/agonist read-out | Neuropeptide Y receptor type 2 (Homo sapiens), P49146; in the data active = activation above about 27%;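 note: cells stimulated with NPY near EC25 plus isoproterenol at EC100; 0% = vehicle plus submaximal agonist and 100% = vehicle plus saturating agonist; some results beyond the cut were filed as inactive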
Target sequence (P49146 whole entry, looked up): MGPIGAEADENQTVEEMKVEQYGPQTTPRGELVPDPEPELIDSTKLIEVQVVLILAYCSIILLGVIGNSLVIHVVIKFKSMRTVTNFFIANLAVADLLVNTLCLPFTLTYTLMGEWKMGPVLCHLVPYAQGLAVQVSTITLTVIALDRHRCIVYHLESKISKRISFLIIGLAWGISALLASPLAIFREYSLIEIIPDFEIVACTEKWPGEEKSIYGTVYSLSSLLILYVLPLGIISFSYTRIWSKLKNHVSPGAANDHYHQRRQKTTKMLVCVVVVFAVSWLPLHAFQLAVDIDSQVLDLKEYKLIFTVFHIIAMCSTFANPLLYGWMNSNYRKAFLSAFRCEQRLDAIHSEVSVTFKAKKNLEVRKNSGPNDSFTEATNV
S1P4 antag = S1P4 receptor antagonists, primary screen, cell-based | Sphingosine 1-phosphate receptor 4 (Homo sapiens), O95977 | S1P4-expressing cells, antagonist mode, reporter read-out | inhibition, % at 4.98 µM | 220,000 compounds, 0.26% hits | AID 1510, 2009; in the data active = inhibition above about 29%;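 note: 0% = wells stimulated with agonist and 100% = vehicle wells without agonist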
TRPN1 ag = zebrafish TRPN1 channel agonists, primary screen, cell-based, HEK293, calcium fluorescence; transient receptor potential cation channel N1 (TRPN1/NompC), Danio rerio; HEK293 zebrafish TRPN1-YFP, Fluo-8 calcium fluorescence; 100% = response to 87 µM carbachol; activation, % at 3 µM; 220,000 compounds, 0.18% hits; AID 1424, 2008;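 active = activation above its plate's cutoff, the mean activation of test wells on that plate plus 3 SD, cut at about 19% in these data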;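 note: 0% = DMSO alone and 100% = 87 µM carbachol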
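Control set: carbachol 87 µM as high control, DMSO as low control; system: HEK293 stable line with zebrafish TRPN1-YFP; read-out: % activation versus carbachol response; detection: intracellular calcium fluorescence with Fluo-8; doses: single test compound dose, 3 µM nominal, 0.3% DMSO; schedule: dye 1 h 37 °C plus 30 min RT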
EP2 modulator = EP2 receptor modulators, cAMP readout, primary screen, cell-based, HTRF cAMP, PGE2 stimulation; EP2-expressing cells, cAMP HTRF FRET, PGE2 co-stimulation; induction, % at 25 µM; Prostaglandin E2 receptor EP2 subtype (Homo sapiens), P43116; 260,000 compounds, 0.83% hits;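 active = compounds whose cAMP rise, as percent of the full-agonist control response, exceeds 60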;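 note: rat C6 glioma line stably carrying human EP2 under a CMV promoter; the protocol text gives 20 µM as final concentration; 100% = response of wells given 1 µM PGE2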
Target sequence (P43116 whole entry, looked up): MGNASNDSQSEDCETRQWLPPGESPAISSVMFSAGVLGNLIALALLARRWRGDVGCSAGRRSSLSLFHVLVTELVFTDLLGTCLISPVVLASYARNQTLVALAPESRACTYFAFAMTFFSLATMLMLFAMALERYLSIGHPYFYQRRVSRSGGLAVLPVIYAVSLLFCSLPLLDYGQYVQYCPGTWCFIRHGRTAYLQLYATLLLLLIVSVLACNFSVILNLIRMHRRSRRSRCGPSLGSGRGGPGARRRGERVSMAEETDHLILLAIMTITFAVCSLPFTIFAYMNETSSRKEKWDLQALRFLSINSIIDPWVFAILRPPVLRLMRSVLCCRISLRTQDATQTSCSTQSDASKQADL
CHOP inh = inhibitors of CHOP promoter induction, primary screen, cell-based, unfolded protein response, luciferase reporter; inhibition, % at 10 µM; CHO-K1 CHOP-promoter luciferase, tunicamycin-induced, 15-18 h; 220,000 compounds, 3.8% hits;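 active = compounds that reduced the stress-induced luciferase reporter signal by more than about 70% of percent inhibition, limit read from the data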;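 note: 0% = tunicamycin plus vehicle and 100% = wells without tunicamycin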
S1P4 agonist = S1P4 receptor agonists, primary screen, cell-based; Sphingosine 1-phosphate receptor 4 (Homo sapiens), O95977; S1P4-expressing cell line, agonist reporter assay; activation, % at 4.98 µM; 220,000 compounds, 0.35% hits; AID 1509, 2009; in the data active = activation above about 11%;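 note: 0% = DMSO vehicle and 100% = reference agonist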
NPY-Y1 antag = NPY-Y1 receptor antagonists, primary screen, cell-based; Neuropeptide Y receptor type 1 (Homo sapiens), P25929; HEK293-CNG Y1 cells, membrane potential fluorescence; NPY at EC95, then isoproterenol; inhibition, % at 3.6 µM; 200,000 compounds, 1% hits; AID 1040, 2008;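 active = inhibition above the campaign mean inhibition of all tested compounds plus 3 SD, cut at about 20% in these data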;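 note: 0% = DMSO wells given NPY plus isoproterenol and 100% = isoproterenol alone without NPY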
Target sequence (P25929 whole entry, looked up): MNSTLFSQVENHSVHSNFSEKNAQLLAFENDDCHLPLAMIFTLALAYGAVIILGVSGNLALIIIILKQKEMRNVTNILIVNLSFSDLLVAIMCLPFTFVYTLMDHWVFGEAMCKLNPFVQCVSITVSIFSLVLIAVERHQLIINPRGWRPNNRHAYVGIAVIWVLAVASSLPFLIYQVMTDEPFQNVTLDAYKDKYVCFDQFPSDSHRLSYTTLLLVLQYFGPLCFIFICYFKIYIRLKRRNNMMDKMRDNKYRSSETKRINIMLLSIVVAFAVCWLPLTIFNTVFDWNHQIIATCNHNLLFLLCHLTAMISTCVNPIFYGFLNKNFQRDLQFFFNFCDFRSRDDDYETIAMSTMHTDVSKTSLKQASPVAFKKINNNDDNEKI
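Material: HEK293 cells with Y1 receptor plus CNG channel; times: compound incubation 1 h at room temperature, readout 45 min post-stimulation; signal: fluorescence, membrane potential probe; read-out basis: fluorescence ratio normalized to % inhibition between controls; benchmarks: full-block control isoproterenol-only wells, zero-block control NPY plus isoproterenol wells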
NPY-Y1 PAM-ag = NPY-Y1 receptor potentiators or agonists, primary screen, cell-based | Neuropeptide Y receptor type 1 (Homo sapiens), P25929 | NPY-Y1 expressing cells, potentiator/agonist activation | activation, % at 3.6 µM | 220,000 compounds, 0.37% hits | AID 1304, 2008; in the data active = activation above about 33%, passing the limit was not always enough;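 note: cells stimulated with NPY at EC10 then isoproterenol at EC100; 0% = low agonist plus stimulus and 100% = saturating agonist plus stimulus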
* marks the source's active call; other numbers are inactive results; x = not tested or not shown; & = joins results of further samples.

Below each SMILES: TRPML3 agonist	NPY2 pot ag	S1P4 antag	TRPN1 ag	EP2 modulator	CHOP inh	S1P4 agonist	NPY-Y1 antag	NPY-Y1 PAM-ag
1: O=C(NCc1ccccc1)C(=O)NCC1OCCN1S(=O)(=O)c1cccs1 (stereo not drawn)
 : 0.8	7	-2	0.0	5	2	-0.3	3	-11
2: BrC(/C=N/Nc1nc(N2CCOCC2)nc(N2CCOCC2)n1)=C/c1ccccc1
 : 0.6	12	3	-0.5	-6	82*	1.6	3	24
3: O=C(Nc1ccccc1)Nc1ccccc1C(=O)NCC1CC1
 : 0.2	6	0	0.1	8	3	1.9	x	6
4: COc1ccc(C(=O)C[n+]2ccccc2/C=N/O)cc1
 : 0.2	6	-20	1.9	23	30	0.9	1	6
5: Cc1cc(C)c(S(=O)(=O)N2CCCCC2C(=O)O)c(C)c1 (stereo not drawn)
 : 1.0	-4	5	0.8	5	2	1.0	3	7
6: CCCCC[C@H](O)/C=C/[C@@H]1[C@@H](CCCCCCC(=O)O)[C@@H](O)C[C@H]1O
 : 0.8	2	-35	1.6	83*	-5	2.7	1	-60
7: CCNc1ccc(Br)cc(C(=O)/C=C/c2ccc(Cl)cc2)c1=O
 : 0.9	7	11	-1.3	-17	-43	1.1	-4	-21
8: Cc1ccc2[nH]c(=O)c(CN(CCCN(C)C)C(=O)Nc3cccc(Cl)c3)cc2c1
 : 0.6	-24	14	1.8	-13	30	0.5	16	-46
9: COc1ccc(C(=O)COc2ccccc2N2C(=O)C3C4C=CC(C4)C3C2=O)cc1 (stereo not drawn)
 : 0.0	7	-13	-1.2	-9	-10	-2.9	6	-22
10: CCOC(=O)c1ccc(NC(=O)NC2CC3CCC(C2)N3Cc2nnnn2C(C)(C)C)cc1 (stereo not drawn)
 : 0.7	6	6	2.0	-18	-48	0.6	0	6
11: COC(=O)c1ccc(NC(=O)CN2CCOCC2)cc1
 : 1.1	-2	8	0.8	-2	8	-1.3	-2	6
12: CCOc1ncccc1C(=O)OCC(=O)Nc1ccc(C)c(S(=O)(=O)N2CCOCC2)c1
 : -0.5	6	-4	4.8	0	4	-2.4	-2	-1
13: CC(=O)Nc1ccc(C#Cc2ccc(NC(C)=O)cc2)cc1
 : 0.3	2	-17	0.8	-20	16	-1.3	-3	30
14: CN(C)CCNC(=O)C(=O)NCC1OCCN1S(=O)(=O)c1ccc([N+](=O)[O-])cc1 (stereo not drawn)
 : 1.2	4	-11	2.2	-10	-12	1.5	0	11
15: O=c1c(-c2ccco2)[n+]([O-])c2ccccc2n1OCc1ccccn1
 : 0.3	5	-18	0.2	-11	4	-0.8	9	28
16: COc1ccc(N2CCN(C(=O)c3ccc4c(=O)n(CC5CCCO5)c(=O)[nH]c4c3)CC2)cc1 (stereo not drawn)
 : 0.3	-14	6	1.6	13	-3	0.6	2	-3
17: Cc1ccc(-c2[nH]ncc2/C=C(\C#N)C(=O)NC2CCCCC2)cc1
 : -1.3	-26	15	-2.2	-2	72*	-3.1	1	-37
18: CCC(CCC(=O)Nc1ccc(S(N)(=O)=O)cc1)C(=O)O (stereo not drawn)
 : 0.7	-15	-6	0.2	16	-14	-0.3	-2	4
19: O=C(NC(=S)N1CCN(c2ccccn2)CC1)c1ccco1
 : 0.6	6	-32	1.1	10	9	1.0	2	-1
20: CCOc1ccccc1N1CCN(C(=O)c2c(C)noc2C)CC1
 : -0.8	1	-3	-0.1	-6	14	0.0	2	-31
21: Cc1nc(SCC(=O)c2c[nH]c3ccccc23)n[nH]1
 : 0.3	0	2	0.5	15	15	-1.6	3	-2
22: COc1ccc(/C=N/NC(=O)c2nc(Cl)c(Cl)c(N)c2Cl)cc1COc1ccccc1F
 : -0.4	-29	-28	-1.4	-6	19	-1.4	4	-32
23: Clc1ccc(SCc2cc(-c3ccc(Cl)cc3)on2)cc1
 : 0.2	1	-20	-0.8	-15	33	0.8	16	-60
24: CC(=O)c1ccc(N/N=C2/CCCNC2=O)cc1
 : 0.3	0	0	1.8	-1	-13	-0.1	x	18
25: Clc1ccccc1-c1nc(-c2cccnc2)no1
 : -0.1	-13	-10	-0.2	5	9	1.5	10	-8
26: O=C(c1ccc(COc2ccccc2Cl)o1)N1CCCC1
 : -0.7	5	-9	-2.2	-3	4	0.3	-6	9
27: CCOc1cc(/C=N/NC(=O)c2cccs2)cc([N+](=O)[O-])c1O
 : -0.5	5	-7	-1.9	-9	-8	0.0	8	17
28: CCc1cc2cc(C)cc(C)c2nc1SCC(=O)N1CCCC1
 : -0.3	-2	-11	-0.3	82*	87*	0.1	-1	2
29: Cc1ccc(S(=O)(=O)CCSc2ccc(C(F)(F)F)cn2)cc1
 : 0.7	-2	-7	-0.5	-12	3	1.5	x	15
30: CC(=O)Nc1ccc2c(c1)C(C)(C)C(C)N2C (stereo not drawn)
 : 0.8	2	-2	1.0	10	18	2.6	4	-7
31: Cc1nc(C#N)c(N/N=C/c2cccc(Cl)c2)o1
 : 0.5	0	15	-0.1	-50	3	-0.6	4	0
32: CN(C)c1ccc(C(=O)NC2(N3CCC3=O)CCCC2)cc1
 : 0.4	13	-13	0.7	-13	-33	-1.3	3	10
33: COc1ccccc1CNC(=O)C(CC(C)C)NC(=O)C1CCC(C)CC1 (stereo not drawn)
 : 0.3	5	0	-1.9	16	13	-1.5	1	19
34: CCCc1c(C(=O)Nc2ccc(F)cc2C)cnn1-c1ccccc1
 : 0.0	7	14	-0.5	-6	30	1.5	x	23
35: CCN1CCN(C(=O)CCc2nnc(CCCCc3ccccc3)o2)[C@@H](C)C1=O
 : 0.6	-3	2	-2.1	-7	15	1.2	0	5
36: Cc1ccc(NC(=O)/C(C#N)=C/c2cn(CC(=O)NCc3ccco3)c3ccccc23)cc1C
 : 1.1	10	-3	-1.2	-9	-47	0.6	2	7
37: Cc1ccccc1NC(=O)CCC(=O)OCC(=O)c1cccc([N+](=O)[O-])c1
 : 0.8	-7	2	0.7	26	51	1.2	5	9
38: O=C(CN(Cc1ccc2c(c1)OCO2)C(=O)CSc1nc2ccccc2o1)NC1CCCCC1
 : -0.3	-17	-9	-1.4	-34	21	-1.3	13	-4
39: COCCCn1c(Cc2csc(Nc3ccc(F)cc3)n2)nnc1SCC(N)=O
 : 0.1	5	-23	-1.1	-10&-7	18	-2.2	-3	-1
40: CCOC(=O)N1CCN(C(=O)C2CC(c3cc(OC)ccc3OC)=NO2)CC1 (stereo not drawn)
 : 0.3	-14	-6	-0.1	1	-20	0.8	1	12
41: CCOC(=O)c1cc(CNC(=O)c2c(C)oc3c2CCCC3)c(C)o1
 : 0.1	-8	-10	0.7	-15	10	-0.8	5	-10
42: CC1CN(Cc2nc3c(c(=O)n(C)c(=O)n3C)n2CC(=O)c2ccccc2)CC(C)O1 (stereo not drawn)
 : 0.3	-9	7	0.1	30	-3	4.3	10	-2
43: CCN(C(=O)CSC1=Nc2ccccc2C2CC=NN12)C1CCS(=O)(=O)C1 (stereo not drawn)
 : 0.7	-23	-5	0.5	-19	10	-0.8	0	-1
44: Cc1ccc(NC(=O)C2CC=CCC2C(=O)N2CCCCC2)cc1 (stereo not drawn)
 : 0.3	-6	-5	-0.1	34	10	-1.6	-6	7
45: O=C(Cn1cnc2ccccc2c1=O)N1CCN(c2ccccc2)CC1
 : 1.2	-9	-20	-0.7	2	0	-0.3	0	6
46: Cc1nnc(NC(=O)CSc2ccc(-c3cccnc3)nn2)s1
 : 0.0	10	-21	0.9	-11	5	-0.1	-3	4
47: CCc1ccc(NC(=O)C(C)Nc2ccc(S(=O)(=O)NC(C)=O)cc2)cc1 (stereo not drawn)
 : 0.3	9	5	1.3	14	-12	0.3	0	11
48: COC(=O)c1ccc(-c2nc(O)c3cnccn23)cc1
 : 0.1	-7	-16	-0.4	20	2	-2.2	0	-3
49: O=C(Nc1nccs1)c1c(O)c2cccc3c2n(c1=O)CCC3
 : 0.4	-2	-8	-0.4	36	108*	0.6	-3	-24
50: COc1ccccc1NC(=O)c1nn(-c2ccc(F)c(F)c2)ccc1=O
 : -0.2	4	-9	-0.1	12	27	0.2	-8	-2
51: CC(=O)CC(=O)Nc1ccn(-c2ccccc2)n1
 : 0.5	-21	-10	-0.3	4	19	3.5	3	10
52: CC1=CC2=NC(=O)CC(C)(C(=O)N(CC(=O)NC3CCCC3)c3ccccc3C)N2C=C1 (stereo not drawn)
 : 0.6	5	-12	1.1	15	-3	0.3	x	0
53: COc1ccc(S(=O)(=O)N2CCC(NC(=O)OCc3c(Cl)cccc3Cl)CC2)cc1
 : 0.6	-3	-2	-1.6	6	34	-0.9	-2	4
54: CC(NC(=O)c1noc2c1CCCC2)c1ccccc1 (stereo not drawn)
 : -0.6	-8	-21	1.0	-15	-4	4.9	1	-2
55: CCn1cc(/C=N/NC(=O)c2ccc(C#N)cc2F)c2ccccc21
 : 0.2	2	-6	-0.3	-45	34	1.4	7	-16
56: CCN(CC)S(=O)(=O)c1ccc(N2CCOCC2)c(NC(=O)c2cc(C)cc(C)c2)c1
 : -0.7	-9	-8	0.2	25	-13	0.4	1	-25
57: O=C(CN1CCN(Cc2ccccc2)CC1)N/N=C/c1c[nH]c2ccccc12
 : 1.3	-1	-19	0.2	1	2	3.8	4	-13
58: CCOCCCNC(=O)C1CCCCN1S(=O)(=O)c1ccc(F)cc1 (stereo not drawn)
 : 0.5	-4	-18	-0.8	30	-5	-0.3	-2	-11
59: c1cnc2c(SCc3ccc(-c4nnco4)cc3)cccc2c1
 : -1.2	3	-2	-0.7	-32	-6	-0.6	0	8
60: CCCc1nc(SCc2cccnc2)c2c(=O)n(C)c(=O)n(C)c2n1
 : -0.1	3	-16	0.3	45	38	-1.7	1	-31

Going on with the list.
Below each SMILES: TRPML3 agonist	NPY2 pot ag	S1P4 antag	TRPN1 ag	EP2 modulator	CHOP inh	S1P4 agonist	NPY-Y1 antag	NPY-Y1 PAM-ag
61: N/C(=N\OS(=O)(=O)c1ccccc1)c1cccnc1
 : 1.0	12	-31	1.4	18	9	6.9	-1	11
62: CC(NC(=O)c1ccc(Br)s1)C1CCCO1 (stereo not drawn)
 : 0.3	1	-4	-1.0	-7	-12	-0.4	5	-10
63: CC(CN1CCOCC1)OC(=O)/C=C/c1ccccc1 (stereo not drawn)
 : 0.4	-6	11	-0.7	-8	-10	-1.2	2	-16
64: COc1ccc(OC)c(NC(=O)Cn2c(C)nc3ccccc3c2=O)c1
 : 0.4	3	-8	0.5	-11	-11	1.9	2	-13
